Screening data: PubChem BioAssay, Broad Institute
Casp6 inh – blocks human caspase-6 cleavage activity; purified caspase-6, Z-VEID-R110 cleavage fluorescence; inhibition, % at 12.5 µM; 350,000 compounds, 0.53% hits;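 active = mean inhibition across replicates at least about 35%, with every replicate also reaching that limit, limit read from the data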;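 also: 0% = median of neutral control wells and 100% = no fluorescence left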
RAD52 inh – blocks human RAD52 DNA annealing; P43351; recombinant RAD52 DNA annealing, FRET fluorescence; inhibition, % at 18.7 µM; 360,000 compounds, 0.46% hits;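 active = every replicate showing at least 50% inhibition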
Target sequence (P43351 whole entry, looked up): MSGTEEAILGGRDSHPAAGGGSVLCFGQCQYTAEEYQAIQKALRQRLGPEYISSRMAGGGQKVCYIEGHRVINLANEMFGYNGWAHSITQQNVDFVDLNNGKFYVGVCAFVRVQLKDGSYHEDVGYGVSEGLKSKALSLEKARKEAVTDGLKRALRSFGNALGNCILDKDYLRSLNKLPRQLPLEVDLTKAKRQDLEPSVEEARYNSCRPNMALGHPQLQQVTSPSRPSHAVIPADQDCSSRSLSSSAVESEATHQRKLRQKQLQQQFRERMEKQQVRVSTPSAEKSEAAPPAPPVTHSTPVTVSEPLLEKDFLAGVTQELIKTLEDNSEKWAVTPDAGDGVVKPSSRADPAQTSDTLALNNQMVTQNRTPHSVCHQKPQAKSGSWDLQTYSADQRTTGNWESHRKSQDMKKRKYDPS
PglD inh – blocks C. jejuni PglD acetyltransferase activity; inhibition, % at 12.5 µM; 360,000 compounds, 0.098% hits; purified PglD enzyme, DTNB colorimetric CoA detection; in the data active = inhibition above about 16%, passing the limit was not always enough; also: strong numbers were not always called active
RAD54 branch – RAD54 (human) branch migration inhibition; inhibition, % at 10.4 µM; 360,000 compounds, 0.14% hits; AID 602329; Q92698; RAD54 Holliday junction branch migration, FAM/BHQ fluorescence;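 active = mean normalized replicate activity at least 40 and at least half of replicates scoring 40 or more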;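 also: 0% = median of neutral control wells and 100% = median of positive control wells; inhibitors cause a drop in the FAM fluorescence signal; in these data hits start at about 50%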
E-sel inducer – induces E-selectin expression in human endothelial cells; P16581; HUVEC E-selectin immunofluorescence imaging; normalized: neutral wells 0, TNF-alpha wells 100; activation, % at 7.58 µM; 260,000 compounds, 0.37% hits;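 active = mean E-selectin-positive cell signal at least 10% of the positive control, reached in at least 60% of replicates, without over 20% cell loss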;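 also: in these data hits start at about 27%; measured in HUVEC primary endothelial cells; signal is the percent of cells scored E-selectin positive by PE staining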
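Read-out basis: % PE-positive cells; Test system: HUVEC primary endothelial cells; Technique: immunofluorescence imaging; Dosing: single-point compound dose.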
ARNT TACC3 PPI – disruptors of human ARNT/TACC3 interaction. 390,000 compounds, 0.66% hits. Q9Y6A5. inhibition, % at 9.99 µM. AlphaScreen His-ARNT PAS-B/GST-TACC3 binding, luminescence; TACC3 fragment carries E629A point mutation;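 active = mean inhibition of replicates at least 50% and at least half of replicates each reaching 50%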;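 also: 0% = complete ARNT plus TACC3 wells and 100% = ARNT alone without TACC3; many hits fall short of the cut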
ERp5 block – ERp5 (human) disulfide isomerase inhibition; inhibition, % at 9.99 µM; AID 651711; ERp5 insulin aggregation, absorbance 650 nm, 90 min; 350,000 compounds, 0.05% hits;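 active = mean replicate inhibition above about 25%, with every replicate also reaching it, limit read from the data, passing the limit was not always enough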
Target sequence (Q15084 whole entry, looked up): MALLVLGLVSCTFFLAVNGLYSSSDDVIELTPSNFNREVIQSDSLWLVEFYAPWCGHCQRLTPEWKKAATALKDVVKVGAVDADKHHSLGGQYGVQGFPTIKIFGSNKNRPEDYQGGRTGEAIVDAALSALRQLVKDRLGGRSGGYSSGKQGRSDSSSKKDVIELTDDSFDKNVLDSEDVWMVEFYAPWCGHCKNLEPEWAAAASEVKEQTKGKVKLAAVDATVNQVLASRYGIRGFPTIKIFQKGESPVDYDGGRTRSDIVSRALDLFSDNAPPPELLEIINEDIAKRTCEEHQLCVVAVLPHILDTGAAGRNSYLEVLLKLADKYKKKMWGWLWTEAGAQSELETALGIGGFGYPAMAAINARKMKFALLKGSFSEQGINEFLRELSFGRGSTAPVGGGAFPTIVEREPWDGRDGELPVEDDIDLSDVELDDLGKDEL
esBAF inh – inhibitors of esBAF chromatin remodeling in mouse ES cells; Bmi1-luciferase knock-in reporter, 24 h; 100% = twice the neutral-well signal; reporter increase, % at 12.5 µM; 350,000 compounds, 2% hits; AID 602393; in the data active = activation above about 40%;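 also: 0% = median of the plate's neutral control wells and 100% = double that signal; a rise in the Bmi1 reporter signal indicates esBAF inhibition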
Active calls of the source: *; · = not tested or not shown; & = joins results of further samples.

SMILES	Casp6 inh	RAD52 inh	PglD inh	RAD54 branch	E-sel inducer	ARNT TACC3 PPI	ERp5 block	esBAF inh
Cn1c(N)c(C(=O)CSc2nnc(-c3ccccc3F)n2N)c(=O)n(C)c1=O	1	-5	-12	-4	-0.1	·	-1	·
C=CCNc1nc2c(c(=O)n(C)c(=O)n2C)n1Cc1ccc(F)cc1	-2	-18	2	1	1.4	5	3	-18
O=C(CNC(=S)N(CCCN1CCOCC1)Cc1cccs1)NCCN1CCOCC1	·	·	-1	4	-0.1	-1	·	·
CCCn1c(NC(=O)C23CC4CC(CC(O)(C4)C2)C3)nc2ccccc21	1	-35	·	·	·	4	-6	·
CC(C)COc1ccc(CNC(=S)Nc2ccccc2)cc1Cl	-2	-5	4	-10	-0.2	-3	2	-4
CCNC(=O)CC1C(=O)N(c2ccccc2)C(=O)N1Cc1ccc(OC)cc1 (centres undefined)	·	·	33*	4	·	1	·	8
O=C(O)c1ccc(COc2c(F)c(F)cc(F)c2F)cc1	·	·	2	3	-1.0	-6	·	1
O=C(N[C@@H](Cc1cccnc1)C(=O)N1CCC[C@H]1C(=O)NCCc1ccccc1Cl)c1ccccc1	-1	-5	·	·	-0.2	·	0	·
O=C(CCNS(=O)(=O)c1ccc(Br)cc1)NCc1cccs1	-2	-9	·	·	·	-7	-3	·
CCCNC(=O)C(Cc1ccccc1)NS(=O)(=O)c1cccc2nsnc12 (centres undefined)	·	·	1	6	·	1	·	-2
O=C(CCNC(=O)c1ccccc1Cl)N/N=C\c1ccc(O)cc1	1	-6	1	2	·	10	8	·
CO[C@@H]1CN(C)C(=O)c2ccc(NC(=O)NC(C)C)cc2OC[C@H](C)N(C(=O)NC(C)C)C[C@H]1C	-3	5	0	-11	0.3	-12	-5	3
O=S(=O)(c1ccc(F)cc1)N1C[C@@H]2[C@H](c3ccccc31)[C@@H](CO)N2Cc1ccc2c(c1)OCO2	-6	0	-5	-14	-0.4	3	5	-4
O=C(NCc1cccs1)c1ccncc1	·	·	-1	-1	·	-5	·	-1
Cc1ccc(S(=O)(=O)Nc2ccc3c(c2)C(=O)N([C@@H](C)CO)C[C@@H](C)[C@@H](CN(C)C)OCCCC[C@H](C)O3)cc1	-2	0	-3	1	-0.2	-3	-5	0
C[C@@H]1CCCCO[C@H](CN(C)CC2CC2)[C@H](C)CN([C@H](C)CO)C(=O)c2cc(NC(=O)C3CCCCC3)ccc2O1	0	46	4	11	0.0	2	2	1
CCCNC(=O)Nc1ccc2c(c1)OC[C@@H](C)N(Cc1ccccc1)C[C@@H](C)[C@H](OC)CN(C)C2=O	-2	7	-1	1	-0.3	-1	7	2
Cn1cc(CCOCc2ccc(Br)cc2)c2ccccc21	1	-9	·	·	0.1	·	0	·
Cc1ccc(C(=O)Cn2nnc3c(sc4nc5c(c(-c6ccccc6)c43)CCC5)c2=O)cc1	·	·	-2	5	·	0	·	3
Cc1ccc([N+](=O)[O-])cc1NC(=O)Nc1onc(C)c1C	-2	-7	-3	-5	0.3	-11	-6	4

Pulled by structure from above, 2 records:
SMILES	Casp6 inh	RAD52 inh	PglD inh	RAD54 branch	E-sel inducer	ARNT TACC3 PPI	ERp5 block	esBAF inh
O=S(=O)(c1ccc(F)cc1)N1C[C@@H]2[C@H](c3ccccc31)[C@@H](CO)N2Cc1ccc2c(c1)OCO2	-6	0	-5	-14	-0.4	3	5	-4
CO[C@@H]1CN(C)C(=O)c2ccc(NC(=O)NC(C)C)cc2OC[C@H](C)N(C(=O)NC(C)C)C[C@H]1C	-3	5	0	-11	0.3	-12	-5	3

13 structures out of the list, sorted by molar mass, ascending:
SMILES	Casp6 inh	RAD52 inh	PglD inh	RAD54 branch	E-sel inducer	ARNT TACC3 PPI	ERp5 block	esBAF inh
O=C(NCc1cccs1)c1ccncc1	·	·	-1	-1	·	-5	·	-1
Cc1ccc([N+](=O)[O-])cc1NC(=O)Nc1onc(C)c1C	-2	-7	-3	-5	0.3	-11	-6	4
O=C(O)c1ccc(COc2c(F)c(F)cc(F)c2F)cc1	·	·	2	3	-1.0	-6	·	1
C=CCNc1nc2c(c(=O)n(C)c(=O)n2C)n1Cc1ccc(F)cc1	-2	-18	2	1	1.4	5	3	-18
Cn1cc(CCOCc2ccc(Br)cc2)c2ccccc21	1	-9	·	·	0.1	·	0	·
CCCn1c(NC(=O)C23CC4CC(CC(O)(C4)C2)C3)nc2ccccc21	1	-35	·	·	·	4	-6	·
CCNC(=O)CC1C(=O)N(c2ccccc2)C(=O)N1Cc1ccc(OC)cc1 (centres undefined)	·	·	33*	4	·	1	·	8
O=C(CCNS(=O)(=O)c1ccc(Br)cc1)NCc1cccs1	-2	-9	·	·	·	-7	-3	·
Cn1c(N)c(C(=O)CSc2nnc(-c3ccccc3F)n2N)c(=O)n(C)c1=O	1	-5	-12	-4	-0.1	·	-1	·
Cc1ccc(C(=O)Cn2nnc3c(sc4nc5c(c(-c6ccccc6)c43)CCC5)c2=O)cc1	·	·	-2	5	·	0	·	3
O=S(=O)(c1ccc(F)cc1)N1C[C@@H]2[C@H](c3ccccc31)[C@@H](CO)N2Cc1ccc2c(c1)OCO2	-6	0	-5	-14	-0.4	3	5	-4
O=C(N[C@@H](Cc1cccnc1)C(=O)N1CCC[C@H]1C(=O)NCCc1ccccc1Cl)c1ccccc1	-1	-5	·	·	-0.2	·	0	·
Cc1ccc(S(=O)(=O)Nc2ccc3c(c2)C(=O)N([C@@H](C)CO)C[C@@H](C)[C@@H](CN(C)C)OCCCC[C@H](C)O3)cc1	-2	0	-3	1	-0.2	-3	-5	0

Carrying on:
SMILES	Casp6 inh	RAD52 inh	PglD inh	RAD54 branch	E-sel inducer	ARNT TACC3 PPI	ERp5 block	esBAF inh
O=C1CC(N2CCN(c3ccccc3Cl)CC2)C(=O)N1c1cccc(F)c1 (centres undefined)	·	·	1	-1	·	-1	·	10
CCOC(=O)CSc1ccc(C(=O)NCCCN2CCOCC2)cc1[N+](=O)[O-]	·	4	-1	1	0.0	-5	2	1
C=CCn1cccc(C(=O)Nc2ccc(OCC)cc2)c1=O	0	2	·	·	·	-6	-5	21
CCN(CC)CCN(C(=O)c1cccc(N2C(=O)CCC2=O)c1)c1nc2cc3c(cc2s1)OCO3	-7	5	4	38	-0.2	-6	-4	0
C#CCOCCOCCOCCNc1nc(N2CCN(C(=O)CCCCCCCCCCNC(=O)[C@@H](CCSC)n3cc(CCO)nn3)CC2)nc(N2CCN(C(=O)CCCCCCCCCCNC(=O)[C@H]([C@@H](C)CC)n3cc(CCCCN=C(N)N)nn3)CC2)n1	·	·	-1	-4	·	19	·	-8
CCC(C)C(NC(=O)OC(C)(C)C)C(=O)NCc1ccco1 (centres undefined)	·	·	-5	-7	·	-2	·	-8
NC(N)=Nc1nc2ccccc2o1	13	6	-5	2	-0.4	-1	2	11
Nn1c(COc2ccccc2F)nnc1SCC(=O)NCC1CCCO1 (centres undefined)	-18	-5	-1	-4	-0.1	·	1	1
O=C(/C=C/c1ccccc1)NC(=S)Nc1cccnc1	-1	-27	-1	-4	·	-6	4	-2
Cc1ccc(S(=O)(=O)Cc2cc(-c3ccc(Cl)cc3)no2)cc1	3	16	·	·	-1.1	-6	-1	·
Cc1ccc(C(=O)OCC(=O)Nc2ccc3[nH]c(=O)[nH]c3c2)cc1S(=O)(=O)N1CCOCC1	3	-9	·	·	-0.1	·	-8	·
COc1ccccc1NC(=O)N(C)C[C@@H]1OCc2cn(nn2)CCCC(=O)N([C@@H](C)CO)C[C@H]1C	0&-5&-2	-2&-5&8	1&1&-2	-12&-7&15	-0.1&0.5	-3&-5	-1&-3&2	-2&-5&1
Cc1nc(NC(=O)c2ccccc2)sc1-c1csc(NCc2ccccc2)n1	·	·	6	4	·	-4	·	18
O=C(NC1CCCCCCC1)c1cc([N+](=O)[O-])ccc1Cl	4	-1	5	4	3.4	-2	-1	-5
Cc1cc(C(=O)NNC(=O)NC(C)C)no1	1	-2	15	3	·	0	3	-8
COc1ccccc1C(CNC(=O)CCNS(=O)(=O)c1ccc(Br)cc1)N1CCCC1 (centres undefined)	-276	-42	-5	13	0.6	3	-7	8
COc1ccc(CNC(=O)COC(=O)c2cnccn2)cc1	·	·	2	-4	·	-8	·	-6
CN(C)C(=O)CSc1nc(-c2ccccc2)nc2c1CCCC2	·	·	-4	3	·	-5	·	-7
CC(C)c1ccc(OCc2ccc(C(=O)N3CCCC3)o2)cc1	4	-8	6	-10	·	6	-6	-5
COc1ccc(S(=O)(=O)N2CCC(C(=O)c3ccc4c(c3)OCCO4)CC2)cc1	·	·	-2	-4	·	2	·	11
O=C(N/N=C/c1ccccc1F)c1cccc(NC(=O)c2ccccc2Cl)c1	-1	-15	1	3	·	0	-2	38
CC(C)(C)c1ccc(CC(=O)N2CCC2(C)C(=O)Nc2ccc3[nH]ncc3c2)cc1 (centres undefined)	1	-22	6	3	0.3	·	4	5
Cc1cccc(NC2(C(=O)O)CCCC2)c1	0	-8	·	·	·	-26	-4	5
CCC(=O)N1CCC1(C)C(=O)Nc1ccc(OC)c(OC)c1 (centres undefined)	-2	-7	1	0	-0.2	·	-6	6
CO[C@H]1CN(C)C(=O)c2ccc(NS(=O)(=O)c3ccc(C)cc3)cc2OC[C@@H](C)NC[C@H]1C	0	-17	3	12	0.0	3	-1	-1
CN(C)CC#Cc1ccc([C@H]2[C@H](CO)N3CCCCN(C(=O)Nc4ccccc4F)C[C@@H]23)cc1	·	·	0	0	0.1	4	·	-2
Cc1ccc(Cn2c(C3CCCN3c3nc(-c4ccc(F)cc4)cs3)nc3cc(C(F)(F)F)ccc32)cc1 (centres undefined)	1	-19	0	4	-0.3	-15	2	10
O=C(OC(C(=O)NCC1CCCO1)c1ccc(F)cc1)c1cccs1 (centres undefined)	·	·	5	-8	·	-5	·	0
Cc1ccc(CN2CCN(CC(=O)N/N=C/c3ccc(C)o3)CC2)cc1	1	-1	8	-5	0.0	0	-3	·
O=C(/C=C/c1ccccc1)NC(=S)NNC(=O)c1ccco1	·	·	7	-6	·	52*	·	1
O=C(C1=C(O)C(=O)N(CCCn2ccnc2)C1c1cccc(Br)c1)c1ccco1 (centres undefined)	2	-5	-1	5	-0.6	3	-6	·
C[C@@H]1CN([C@H](C)CO)C(=O)c2cc(C#Cc3ccccc3F)cnc2O[C@@H]1CN(C)C(=O)C1CC1	2	16	1	1	1.0	-2	-1	-1
OC(COc1ccccc1)CN1CCOCC1 (centres undefined)	-2	-4	4	-3	·	-12	-2	-2
O=C(COC(=O)c1ccccc1Nc1ccccc1)Nc1ccccc1	1	-8	·	·	0.0	-2	-2	·
COC(=O)C[C@@H]1CC[C@H](NC(=O)Nc2ccc(OC)cc2)[C@@H](CO)O1	3	-17	·	·	-0.1	·	3	·
CC(=O)N(Cc1cc2cc(C)ccc2[nH]c1=O)c1cccc(C)c1C	-3	-1	-5	-2	·	-4	0	-5
C[C@H]1CCCCO[C@@H](CN(C)Cc2ccncc2)[C@@H](C)CN([C@@H](C)CO)C(=O)c2cc(NC(=O)CCC(F)(F)F)ccc2O1	-1	11	-1	3	-0.2	-16	3	-5
CC1(C(=O)NC2CCCC2)CCC(=O)N1CCC1=CCCCC1 (centres undefined)	·	·	-3	-5	·	2	·	2
O=C(C[C@H]1CC[C@@H]2[C@H](COC[C@H](O)CN2C(=O)c2cnccn2)O1)NCc1ccc(Cl)cc1	-1&1	9&-7	-1	4	0.2&-0.6	-2	-11&0	-2
COc1cc(OC)c(C(=O)NCc2ccc3c(c2)OCO3)cc1OC	-1	-7	2	5	0.3	-3	-2	12
Cc1ccc(S(=O)(=O)N2CCN(CN3C(=O)CC4(CCCC4)C3=O)CC2)cc1	-2	-16	·	·	·	-5	-4	·
Cc1noc(C)c1S(=O)(=O)Nc1ccc2c(c1)CC(=O)N([C@H](C)CO)C[C@H](C)[C@@H](CN(C)S(=O)(=O)c1cccs1)O2	-3	-2	1	0	0.0	0	11	2
Cc1cc(=O)[nH]c(SCC(=O)Nc2nnc(CC(C)C)s2)n1	·	·	-2	-8	·	-4	·	3
C[C@@H]1CCCCO[C@@H](CN(C)C(=O)Cc2ccccc2)[C@H](C)CN([C@@H](C)CO)C(=O)c2cc(NS(=O)(=O)c3cn(C)cn3)ccc2O1	1	-7	1	-12	-0.1	16	4	8
